High-throughput results as filed in PubChem.
KOR beta-arrestin-1: KOR agonists, beta-arrestin recruitment, primary screen, cell-based, luminescence, uHTS (AID 1777); Kappa-type opioid receptor (Homo sapiens); KOR beta-arrestin recruitment, luminescence; higher % means a stronger effect; activation, % at 10 µM; hits with a dose series show EC50 in µM; hit rate 0.02% among 280,000; in the data active = activation above about 50%, passing the limit was not always enough; also: a part of the inactive calls stands beside numbers as strong as those of hits
HIV peptide binding: inhibitors of HIV fusion peptide binding, primary screen, biochemical, uHTS, fluorescence dequenching (AID 1986) | cell-free peptide binding, fluorescence dequenching, 30 min; higher % means a stronger effect | inhibition, % at 20 µM; hits with a dose series show IC50 in µM | hit rate 0.3% among 290,000; in the data active = inhibition mostly above about 52%, no sharp cut-off; inactive = mostly below about 76%; also: some results filed as inactive read as strong as hits
West Nile antiviral: West Nile virus antiviral activity, cell-based, CPE readout (AID 1621). hit rate 0.02% among 290,000. West Nile virus-infected cells, CPE inhibition; higher % means a stronger effect. CPE inhibition, % at 10 µM; hits with a dose series show IC50 in µM; in the data active = a potency from the dose series; also: strong numbers were not always called active
GPR35 arrestin U2OS: GPR35 antagonists blocking zaprinast-driven arrestin recruitment, primary screen, imaging, U2OS, beta-arrestin-GFP, zaprinast agonist (AID 2058); G-protein coupled receptor 35 (Homo sapiens); one-dose inhibition, % at 10 µM; IC50 in µM for titrated hits; U2OS GPR35 beta-arrestin-GFP translocation imaging, zaprinast antagonism; higher % means a stronger effect; hit rate 0.052% among 290,000;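 active = inhibition of at least 50% with at least 30 cells and total cytoplasm GFP at most 10,000,000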
GPR55 beta-arrestin: GPR55 agonists via beta-arrestin recruitment, primary screen, imaging, U2OS cells, beta-arrestin-GFP redistribution (AID 1961); G-protein coupled receptor 55 (Homo sapiens); activation, % at 10 µM; hits with a dose series show EC50 in µM; hit rate 0.048% among 290,000; U2OS GPR55 beta-arrestin-GFP redistribution imaging; higher % means a stronger effect;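 active = activation above 40% with more than 50 cells counted in the well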;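 also: U2OS osteosarcoma cells stably expressing GPR55 and beta-arrestin-GFP; plate controls were DMSO negative control for no effect and LPI positive control for full effect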
NOD1 NF-kB reporter: NOD1 signaling inhibitors, primary screen, cell-based, luminescence, uHTS (AID 1578). NOD1-driven NF-kB luciferase reporter cells, luminescence; higher % means a stronger effect. inhibition, % at 4 µM, or EC50 in µM where a hit was titrated. hit rate 1% among 290,000; in the data active = inhibition mostly above about 36%, no sharp cut-off; inactive = mostly below about 34%;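 also: HEK-293T reporter cells stimulated with the NOD1 agonist gamma-tri-DAP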
KOR beta-arrestin-2: KOR antagonists, beta-arrestin recruitment, cell-based, luminescence, uHTS (AID 1778). Kappa-type opioid receptor (Homo sapiens). hit rate 0.091% among 290,000. KOR beta-arrestin recruitment, luminescence, antagonist mode; higher % means a stronger effect. one-dose inhibition, % at 10 µM; IC50 in µM for titrated hits; in the data active = inhibition above about 50%; also: strong numbers were not always called active
GPR55 LPI antagonism: GPR55 antagonists blocking LPI-driven arrestin recruitment, primary screen, imaging, U2OS, beta-arrestin-GFP, LPI agonist (AID 2013); G-protein coupled receptor 55 (Homo sapiens); U2OS GPR55 beta-arrestin-GFP translocation imaging, LPI antagonism; higher % means a stronger effect; one-dose inhibition, % at 10 µM; IC50 in µM for titrated hits; hit rate 0.13% among 290,000;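 active = spots per cell inhibited over 60%, with over 100 cells counted and total cytoplasm intensity under 500,000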;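 also: U2OS cells stably carrying GPR55 and arrestin-GFP stimulated by 5 µM LPI near EC80; imaged beta-arrestin-GFP aggregate spots per cell after agonist stimulation; plate controls were LPI-stimulated DMSO wells for no effect and DMSO wells without LPI for full effect; some results filed as inactive read as strong as hits; confirmed hits need IC50 under 10 µM and bright autofluorescent wells are also inconclusive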
NS5 inhibitors: Dengue-2 NS5 methyltransferase inhibitors, primary screen, biochemical, confirmation dose response (AID 588689); Genome polyprotein (Dengue virus type 2 (strain 16681-PDK53)); Dengue-2 NS5 methyltransferase capping enzyme assay, biochemical; higher % means a stronger effect; inhibition, % at 25 µM, or IC50 in µM where a hit was titrated; hit rate 0.3% among 340,000; in the data active = a potency from the dose series
NS5 inhibitors pilot replicate: second read-out of NS5 inhibitors, no call of its own (marks repeat the call); inhibition, %; measured here: pilot screen replicate inhibition
* marks the source's active call; other numbers are inactive results; / = no result given; [ ] = dose if it differs, or a comment. An excerpt (hit frequency here may not be typical).

SMILES | KOR beta-arrestin-1 | HIV peptide binding | West Nile antiviral | GPR35 arrestin U2OS | GPR55 beta-arrestin | NOD1 NF-kB reporter | KOR beta-arrestin-2 | GPR55 LPI antagonism | NS5 inhibitors | others
CCN1C(=O)C(CC(=O)NCc2ccc(Cl)cc2)N(CC)C1=O (centres undefined) | 0.8% | -2.5% | 0.0% | -9% | -0.1% | -14% | -9% | -3% | -7%
O=C1N(Cc2cccc(Cl)c2)C[C@@H]2C[C@@H](c3cccn3-c3cccnc3)N3CCC[C@@]123 | / | 4.1% | -2.0% | 4% | 0.3% | / | 10%[20 µM] | 4% | -2%
N#Cc1nc(-c2ccco2)oc1N1CCN(c2cccc(Cl)c2)CC1 | -0.8% | 0.3% | -0.4% | -4% | 0.2% | -15% | 2% | -4% | 4%
O=C(Cn1cccc1C(=O)c1ccccc1)NCc1ccco1 | 3.3% | 0.0% | 0.3% | -10% | 0.3% | -18% | 0% | 33% | 1%
N#Cc1c(C(F)(F)F)cc(-c2ccccc2)nc1SCCN1CCOCC1 | -1.5% | 2.6% | 0.2% | 14% | 0.0% | 4% | -4% | 6% | -5%
Clc1cccc(-c2nn3c(-c4cccc(Cl)c4)nnc3s2)c1 | 17% | -2.2% | / | 10% | -0.2% | -55% | -16% | 1% | /
CCC1(c2ccccc2)NC(=S)N(c2ccc(C)c(C)c2)N1 (centres undefined) | -2.2% | 1.4% | -0.2% | -7% | -0.1% | -38% | -24%[20 µM] | 2% | -13%
C=CCc1ccccc1OCC(O)Cn1ccnc1C (centres undefined) | -4.0% | -0.1% | -0.9% | 6% | -0.3% | 2% | 16% | 2% | -1%
COc1ccc(C(=S)Nc2ccccc2)cc1 | -2.0% | 1.6% | / | -7% | -0.1% | -28% | 29% | 38% | 5%
Cc1cc2c(C)nc(-c3ccccc3)nc2o1 | -0.9% | -2.8% | 0.2% | -2% | -0.2% | -48% | 16% | -3% | -3%
Cc1cc(C)nc(N(C#N)Cc2cccc3ccccc23)n1 | -4.2% | -1.1% | -0.1% | -1% | -0.1% | 8% | -51% | 12% | -21%
COc1ccc(C(=O)OCC(=O)Nc2ccc(F)c(F)c2)cc1OC | -5.3% | -1.3% | 0.1% | 4% | -0.2% | 8% | -15% | 0% | -2%
COc1cccc(/C=C/C(=O)Nc2ccccc2N2CCOCC2)c1 | -5.3% | 0.6% | -0.5% | 14% | 0.4% | 3% | -18% | 0% | -2%
Cc1oc2c(c(C)cc3oc(=O)c(CC(=O)NCC(=O)NCC(=O)NCC(C)O)c(C)c32)c1C (centres undefined) | -2.0% | 0.9% | -0.2% | -13% | 0.0% | -4% | -11% | -4% | 3%
COc1ccc(-c2nc(CS(=O)CC(=O)NCc3ccco3)c(C)o2)cc1OC (centres undefined) | -5.8% | 1.0% | 0.1% | 11% | -0.1% | -18% | 10% | -27% | -7%
COC(=O)[C@@H](Cc1c[nH]c2ccccc12)NC(=O)CCC(=O)c1ccc(Br)cc1 | -9.0% | -1.2% | -0.5% | 7% | -0.3% | -7% | 20% | -4% | -5%
Cc1cc(OCC(=O)Nc2cccnc2)c2c(C)c(C)c(=O)oc2c1 | 1.5% | 1.5% | 2.3% | 0% | -0.1% | 7% | 0% | 13% | -7%
Cc1ccc(N(C(=O)CNC(=O)c2ccco2)C(C(=O)NC2CCCC2)c2ccncc2)cc1C (centres undefined) | 3.5% | -0.7% | -0.3% | -12% | 0.3% | 0% | -28% | -1% | -8%
Cc1ccc(C(=O)Cn2nnc(-c3ccccc3)n2)cc1 | / | 0.2% | 1.1% | 12% | -0.2% | -5% | 7% | -2% | 7%
O=C1Nc2c(c(=O)[nH]c(=O)n2-c2ccccc2)C(C(F)(F)F)(C(F)(F)F)N1 | 2.9% | -0.1% | 0.2% | -1% | 0.2% | -1% | 8% | -14% | -3%
COc1ccc(/C=c2\s/c(=C/C(=O)c3ccc(C)cc3)[nH]c2=O)c(OC)c1 | 3.1% | 48% | 0.0% | 1.8µM* | 0.4% | 47% | -20% | 4% | 27%
CSc1sc(C)cc1C1C(C#N)=C(N)N(c2cccnc2)C2=C1C(=O)CCC2 (centres undefined) | 8.8% | 5.7% | -0.6% | 8% | -0.1% | 2% | -23% | -1% | 8%
Cc1nc(C)n(CC(O)COc2ccc3ccccc3c2)n1 (centres undefined) | 0.3% | 1.7% | -1.4% | -6% | 0.2% | -20% | 33% | 4% | -6%
CC(=O)c1ccc(OC(C)C)c(CN2CCCCC2)c1 | -1.4% | 0.8% | 0.1% | -13% | 0.2% | 3% | -10% | 13% | -6%
O=C(c1ccc(OC2CCN(C/C=C/c3ccc(F)cc3)CC2)cc1)N1CCCCC1 | -0.5% | -0.3% | -0.3% | -13% | -0.1% | -9% | 12% | 12% | -2%
COC(=O)c1ccc(NC(=O)C(=O)N2CCN(C(=S)Nc3cccc(C)c3C)CC2)cc1 | -3.5% | -3.3% | -1.3% | 2% | -0.2% | -21% | 5% | -6% | -4%
CCN(CC1CCCN(CCc2cccc(F)c2)C1)C(=O)c1cc(C)oc1C (centres undefined) | 0.3% | -0.2% | -0.4% | 4% | 0.7% | -1% | -8% | 7% | -11%
COCCCNC(=O)c1cc(S(=O)(=O)N2CCOCC2)ccc1SCc1cccc(OC)c1OC | 2.1% | -0.6% | -0.4% | 9% | -1.2% | -14% | -4% | 8% | 5%
COc1cc(/C=C2\SC(=S)N(CCC(=O)N3CCCCC3)C2=O)cc(OC)c1OC | 0.5% | -2.0% | -1.6% | 1% | / | 1% | -16% | -4% | 1%
C=CCc1ccccc1OCC(O)CN1CCN(c2ccc(C)cc2)CC1 (centres undefined) | 4.4% | 9.2% | -0.7% | 10% | 0.0% | -2% | -5% | 17% | -6%
Cc1ccccc1-n1nc2c(c1NC(=O)c1ccc3c(c1)OCO3)CS(=O)(=O)C2 | 0.2% | -2.1% | -0.1% | 4% | -0.2% | -31% | 12% | 10% | 2%
COc1ccc(NC(=O)c2cccc3c(Br)cccc23)cc1 | 0.0% | 2.0% | 0.1% | 5% | 0.1% | -37% | -56%[20 µM] | 2% | -3%
CC(NC(=O)CCc1nnc(-c2ccccc2)o1)c1ccccc1 (centres undefined) | / | -2.6% | -1.2% | 16% | 0.5% | 3% | -16%[20 µM] | 0% | 5%
COc1ccc(C(=O)NNC(=O)C(=O)NCc2ccccc2)cc1 | -6.7% | -4.2% | -0.5% | -6% | -0.1% | -13% | -13%[20 µM] | -9% | 2%
c1coc(C2OCC3(CO2)COC(c2ccco2)OC3)c1 (centres undefined) | -2.5% | -1.0% | 0.3% | -3% | -0.1% | 4% | 17% | 8% | 10%
CCc1ccc(NC(=O)C2CCN(S(=O)(=O)c3ccc4[nH]c(=O)ccc4c3)CC2)cc1 | -3.7% | -1.4% | -0.4% | 4% | -0.3% | -30% | -2%[20 µM] | 10% | -9%
COc1ccc(CN=CC2=C(O)CC(C)(C)CC2=O)cc1 | 0.6% | -0.5% | 0.3% | 6% | 0.2% | -20% | 3% | 0% | -6% | NS5 inhibitors pilot replicate=2.1
CCCCC1(Cc2ccc(OC)c([N+](=O)[O-])c2)C(=O)N(c2ccccc2)N(c2ccccc2)C1=O | -2.1% | -1.3% | -0.3% | -7% | 0.2% | 11% | 11% | 3.4µM* | 7%
CCCCCC(=O)NC(NC(=S)Nc1ccc(S(N)(=O)=O)cc1)C(Cl)(Cl)Cl (centres undefined) | 4.1% | -1.4% | 0.3% | 6% | -0.1% | 1% | -17% | 0% | -2%
O=C(NCCc1ccc(Cl)cc1)c1ncn[nH]1 | -2.6% | -0.4% | 0.8% | -8% | -0.1% | 14% | -9% | 0% | 2%

Two neighbouring compounds from above, for reference:
SMILES | KOR beta-arrestin-1 | HIV peptide binding | West Nile antiviral | GPR35 arrestin U2OS | GPR55 beta-arrestin | NOD1 NF-kB reporter | KOR beta-arrestin-2 | GPR55 LPI antagonism | NS5 inhibitors | others
CC(=O)c1ccc(OC(C)C)c(CN2CCCCC2)c1 | -1.4% | 0.8% | 0.1% | -13% | 0.2% | 3% | -10% | 13% | -6%
O=C(c1ccc(OC2CCN(C/C=C/c3ccc(F)cc3)CC2)cc1)N1CCCCC1 | -0.5% | -0.3% | -0.3% | -13% | -0.1% | -9% | 12% | 12% | -2%

The list continues.
SMILES | KOR beta-arrestin-1 | HIV peptide binding | West Nile antiviral | GPR35 arrestin U2OS | GPR55 beta-arrestin | NOD1 NF-kB reporter | KOR beta-arrestin-2 | GPR55 LPI antagonism | NS5 inhibitors | others
COc1cc(/C=N/NC(=O)CN(Cc2ccccc2)S(=O)(=O)c2ccc3c(c2)OCCO3)ccc1O | 1.7% | -0.5% | -0.9% | 12% | 0.2% | 4% | -22% | 5% | 5%
CC1CCC(NC(=O)c2ccc(CS(=O)(=O)Cc3ccccc3F)o2)CC1 (centres undefined) | -0.2% | 1.9% | -0.2% | 5% | 0.0% | 5% | -6% | 3% | 0%
CCOC(=O)C1CCN(Cc2coc3ccc(Cl)cc3c2=O)CC1 | -3.8% | -1.0% | -0.3% | -7% | -0.1% | 1% | 22% | 11% | -1%
CCC1(CC)C(=O)N=C2c3ccccc3C(=O)N21 | 9.0% | -2.4% | 0.1% | 5% | 0.3% | 12% | -2% | 3% | /
Cc1cc(NS(=O)(=O)c2ccc(Nc3nc(-c4ccc(O)cc4)cs3)cc2)no1 | -5.8% | 33% | 0.4% | -10% | -0.5% | -9% | -3% | 11% | 4%
O=C(O)c1ccc(N2C(=O)Nc3ccccc3N2O)cc1 | 12% | -1.4% | -0.2% | 14% | 0.0% | -7% | 11% | 11% | 1%

5 records picked at random from the list so far:
SMILES | KOR beta-arrestin-1 | HIV peptide binding | West Nile antiviral | GPR35 arrestin U2OS | GPR55 beta-arrestin | NOD1 NF-kB reporter | KOR beta-arrestin-2 | GPR55 LPI antagonism | NS5 inhibitors | others
CCC1(CC)C(=O)N=C2c3ccccc3C(=O)N21 | 9.0% | -2.4% | 0.1% | 5% | 0.3% | 12% | -2% | 3% | /
O=C(O)c1ccc(N2C(=O)Nc3ccccc3N2O)cc1 | 12% | -1.4% | -0.2% | 14% | 0.0% | -7% | 11% | 11% | 1%
CCOC(=O)C1CCN(Cc2coc3ccc(Cl)cc3c2=O)CC1 | -3.8% | -1.0% | -0.3% | -7% | -0.1% | 1% | 22% | 11% | -1%
CC1CCC(NC(=O)c2ccc(CS(=O)(=O)Cc3ccccc3F)o2)CC1 (centres undefined) | -0.2% | 1.9% | -0.2% | 5% | 0.0% | 5% | -6% | 3% | 0%
Cc1cc(NS(=O)(=O)c2ccc(Nc3nc(-c4ccc(O)cc4)cs3)cc2)no1 | -5.8% | 33% | 0.4% | -10% | -0.5% | -9% | -3% | 11% | 4%
